Screens (PubChem)
Abeta rescue: compounds reversing amyloid beta toxicity in yeast. yeast expressing A-beta42, growth rescue, OD600, 48 h; response scale: 0% DMSO, 100% iron-clioquinol control. 410,000 compounds, 0.063% hits. Potency, µM (top dose mostly 46.1 µM), inactives show top-dose growth rescue, usual class: activators; also: potency is read from the fitted curve at half-maximal effect; nearly all actives have a fitted effect of over 55% in size
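Yeast A-beta toxicity model in growth medium with pinned compounds, 48 h at 30 C; growth read as absorbance at 600 nm. Normalized to FeCl3/clioquinol equimolar mix (positive) and DMSO (negative).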
EPAC1 agonist: EPAC1 (human) agonism. AID 720707. 360,000 compounds, 0.073% hits. O95398. Potency, µM (doses to about 154 µM), without a hit: at the top dose activation, usual class: activators. EPAC1 agonist qHTS, biochemical assay; response scale: 100% = response to 6.5 mM cAMP; also: potency is read from the fitted curve at half-maximal effect; nearly all actives have a fitted effect of over 60% in size
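Nucleotide exchange assay: 100 nM EPAC1 with 250 nM Rap1B loaded with BODIPY-GDP and 50 uM GDP, room temperature. Fluorescence (480/540 nm) read every 5 min for 30 min; signal change normalized to 6.5 mM cAMP as full agonist.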
IL-2 act: activators of IL-2 | 360,000 compounds, 0.065% hits | activation, % (series mostly up to about 46 µM) | IL-2 activation reporter assay, cell-based qHTS; stimulated with anti-CD3/CD4/CD28 beads; in transgenic mouse T cells | AID 652025; in the data active = activation above about 50%; inconclusive = mostly about 30% to 49%; also: 0% is about no effect
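Unstimulated transgenic mouse T cells, 750 per well, received compound and, after 60 minutes, anti-CD3/anti-CD4 bead plus anti-CD28 stimulation. EGFP and DsRed were quantified after 18 hours.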
EPAC1 antagonist: blocks human EPAC1 exchange factor. EPAC1 GEF assay, Rap1b-BODIPY-GDP exchange fluorescence. Potency, µM (top dose mostly 115 µM), inactives show at the top dose activity change, negative = inhibition, usual class: inhibitors. 360,000 compounds, 0.14% hits. AID 720709;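 also: potency is read from the fitted curve at half-maximal effect; plate controls were vehicle for no effect and positive control for full effect; nearly all actives have a fitted effect of over 50% in size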
aSyn yeast inh: inhibitors of alpha-synuclein toxicity in yeast | 370,000 compounds, 0.14% hits | Potency, µM (top dose mostly 46.1 µM), inactives show at the top dose growth rescue (activation), actives largely listed as activators | Yeast expressing alpha-synuclein, growth rescue, BacTiter-Glo, 24 h | AID 652106; also: potency is read from the fitted curve at half-maximal effect; % of control where 0% means no effect; nearly all actives have a fitted effect of over 65% in size
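Readout is rescue of growth in alpha-synuclein-expressing yeast, so inhibitors of toxicity appear as activators. Growth after 24 hr at 30 deg C in galactose medium is quantified by luminescence.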
WRN helicase inh: blocks human WRN helicase; Q14191; WRN helicase unwinding, fluorescent forked duplex, kinetic; Potency, µM (doses to about 114 µM), for inactives: at the top dose activity change, negative = inhibition, usual class: inhibitors; 360,000 compounds, 0.46% hits; AID 651768; also: potency is read from the fitted curve at half-maximal effect; % is scaled to controls: 0 for no effect and ±100 for the full control effect; nearly all actives have a fitted effect of over 55% in size
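WRN at 20 nM final preincubated with compound 15 min at room temperature; reaction started with 100 nM fluorophore/quencher forked duplex oligonucleotide and 2 mM ATP final. Unwinding followed kinetically by red fluorescence (ex 525, em 598 nm).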
PI5P4Ka inh: blocks human PI5P4K alpha kinase activity | 330,000 compounds, 1.2% hits | AID 652105 | PI5P4Kalpha enzyme, ADP-Glo luminescence, 60 min; active compounds read low | P48426 | max response, %; active = max response of -50% or lower; inconclusive = between -30% and -50%; inactive = -30% or higher; also: value at the top dose of about 77 µM; % is scaled to controls: 0 for no effect and ±100 for the full control effect
Target sequence (P48426 whole entry, looked up): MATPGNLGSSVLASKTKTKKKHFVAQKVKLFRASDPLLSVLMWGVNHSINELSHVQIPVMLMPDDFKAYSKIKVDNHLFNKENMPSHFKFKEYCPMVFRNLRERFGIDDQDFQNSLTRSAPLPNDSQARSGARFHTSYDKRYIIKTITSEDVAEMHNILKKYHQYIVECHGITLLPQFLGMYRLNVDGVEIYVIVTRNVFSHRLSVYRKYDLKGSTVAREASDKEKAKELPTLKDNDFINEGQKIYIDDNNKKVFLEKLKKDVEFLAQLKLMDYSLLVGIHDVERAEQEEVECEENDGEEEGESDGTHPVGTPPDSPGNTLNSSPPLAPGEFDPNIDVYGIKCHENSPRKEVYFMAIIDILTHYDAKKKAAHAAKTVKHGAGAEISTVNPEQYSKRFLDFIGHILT
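ADP-Glo luminescence end-point read after a 60 min room-temperature kinase reaction of PI5P4Kalpha plus substrate, initiated with ATP at 5 microM final. Buffer: 0.038 M HEPES pH 7.4, EGTA, 0.1% CHAPS, 5% DMSO.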
PLK1 PBD block: PLK1 (human) polo-box domain binding inhibition | P53350 | Plk1 PBD binding of FITC phosphopeptide, fluorescence polarization | AID 720504 | 360,000 compounds, 2.8% hits | Potency, µM, for inactives: max response, negative = inhibition, usual class: inhibitors; also: potency is read from the fitted curve at half-maximal effect; series mostly up to about 57 µM; % is scaled to controls: 0 for no effect and ±100 for the full control effect; nearly all actives have a fitted effect of over 65% in size
Target sequence (P53350 whole entry, looked up, the tested form may be a part): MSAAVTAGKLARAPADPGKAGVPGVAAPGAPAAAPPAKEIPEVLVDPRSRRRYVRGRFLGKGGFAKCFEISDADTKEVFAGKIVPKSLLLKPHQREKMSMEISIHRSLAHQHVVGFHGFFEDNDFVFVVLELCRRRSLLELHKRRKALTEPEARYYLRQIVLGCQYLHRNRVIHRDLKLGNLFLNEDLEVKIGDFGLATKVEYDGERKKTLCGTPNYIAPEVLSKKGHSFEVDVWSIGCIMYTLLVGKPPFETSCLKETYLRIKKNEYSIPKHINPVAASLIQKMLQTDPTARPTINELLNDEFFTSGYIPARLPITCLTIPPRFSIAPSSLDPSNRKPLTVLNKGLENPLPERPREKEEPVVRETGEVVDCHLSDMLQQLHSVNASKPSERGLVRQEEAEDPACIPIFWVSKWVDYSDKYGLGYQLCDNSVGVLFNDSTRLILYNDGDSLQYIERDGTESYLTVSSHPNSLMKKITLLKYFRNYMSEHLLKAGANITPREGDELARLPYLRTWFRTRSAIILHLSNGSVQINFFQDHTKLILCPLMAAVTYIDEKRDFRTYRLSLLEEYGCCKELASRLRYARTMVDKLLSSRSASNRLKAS
FUS suppressor: rescues growth of FUS-expressing yeast; S. cerevisiae FUS-expressing, growth rescue, OD600, 24 h; Potency, µM (top dose mostly 76.6 µM), for the others: at the highest dose growth rescue (activation), most hits filed as activators; 390,000 compounds, 0.24% hits;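 also: potency is read from the fitted curve at half-maximal effect; plate controls were DMSO vehicle for no effect and reference control for full effect; nearly all actives have a fitted effect of over 55% in size; some results filed as inactive show a strong effect at the top dose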
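Read-out: OD at 600 nm after 24hr at 30C, reporting rescue of FUS-induced yeast toxicity. Cells at OD 0.005 in galactose (2%) minimal medium; compounds tested in a dilution series; CP55940 titration from 92uM final as control.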
* = called active by the depositor; ? = inconclusive; nt = not tested or not shown; [ ] = another dose, or the depositor's remark. Unless noted, calls follow the shape of the dose curve; as a rule, active = well fitted curve in the direction sought with a large enough effect; inconclusive = small, poorly fitted or top-dose-only effect, or another doubt; inactive = no such curve, though single readings can be large; an effect the other way counts as inactive or inconclusive.

SMILES	Abeta rescue	EPAC1 agonist	IL-2 act	EPAC1 antagonist	aSyn yeast inh	WRN helicase inh	PI5P4Ka inh	PLK1 PBD block	FUS suppressor
C=CCSc1nnc(-c2cc(C(C)(C)C)nn2Cc2ccc(F)cc2)n1C	-8.9%	-2.6%	-1.0	2.0%	7.2%	-4.5%	6.3	-1.9%	17.1%
CCOc1cnc(-c2ccccc2F)o1	-6.5%	9.4%	-0.7	10.9%	-0.3%	-1.2%	-4.0	-15.9%	-0.8%
O=C1CCCN1CCCNc1ccc2nnc(CCC(=O)N3CCN(c4ccccc4)CC3)n2n1	8.0%	2.6%	-0.1	7.2%	2.3%	6.0%	-1.0	0.7%	-9.9%
Cc1ccc(-c2noc(CCC(=O)N(C)c3ccccc3C)n2)cc1	1.3%	-6.4%	-1.1	-5.7%	16.4%	-24.7%[57.1 µM]	-1.3	-2.4%	16.1%
CC1CCCCC1NC(=O)Cn1cnc2ccccc2c1=O (stereo not drawn)	7.8%	3.3%	-0.6	-0.5%	7.9%	7.3%	-5.5	0.5%	5.3%
CCOC(=O)C(=O)Cc1cccnn1	-2.8%	-6.3%	-1.0	-17.9%	5.7%	50.1µM*	-23.6	?	6.5%
O=C1c2ccccc2C(Nc2ccccc2F)N1c1cccnc1 (stereo not drawn)	-4.3%	-0.5%	0.2	-20.3%	-0.5%	2.8%	-6.1	-16.0%	-8.5%
Cn1nc(C(F)(F)F)c(-c2ccc(F)cc2)c1NC(=O)c1ccco1	9.4%	-15.0%	3.0	8.6%	5.7%	2.5%	-0.3	5.1%	-1.8%
CC1=C(C(=O)Nc2ccc(F)c(F)c2)C(c2cccs2)NC(=S)N1 (stereo not drawn)	9.5%	-3.8%	-1.6	5.7%	1.6%	0.8%[57.1 µM]	-15.6	-11.7%	-6.3%
O=C(NCC1CCCCC1)c1cccc(-c2ccc(O)cc2)c1	-6.4%	-7.0%	0.4	-17.8%	0.4%	-18.7%	-5.0	-6.8%	17.5%
COC(=O)c1cc(C(=O)Nc2cccc(C)n2)cc([N+](=O)[O-])c1	2.6%	-5.6%	0.3	-11.1%	3.7%	5.4%	-2.8	-0.9%	-6.0%
O=C(NC1CCCc2ccccc21)c1ccc(S(=O)(=O)N2CCOCC2)cc1 (stereo not drawn)	9.3%	3.3%	-1.8	-4.1%	4.5%	1.6%	0.8	4.3%	7.3%
COc1c(C)cc(Br)cc1C(=O)O	1.2%	-0.6%	-2.9	-1.9%	-6.0%	-5.9%	nt	-2.6%	14.8%
CC1CN(C(=O)c2ccc(OC3CCN(Cc4ccccn4)CC3)cc2)CCN1C (stereo not drawn)	2.8%	6.2%	-0.8	1.9%	-18.9%	4.4%	-1.4	-9.6%	8.8%
C#CCOCCOCCOCCNc1nc(N2CCN(C(=O)[C@H](CCCCN)n3cc([C@@H](N)C(C)CC)nn3)CC2)nc(N2CCN(C(=O)[C@H](Cc3ccc(O)cc3)n3cc([C@@H](N)C(C)CC)nn3)CC2)n1 (stereo partly drawn)	13.7%	3.6%	0.6	-2.8%	1.0%	-8.6%	-13.7	-2.6%	-1.0%
Cc1ccn(-c2n[nH]c(C)c2[N+](=O)[O-])n1	-7.4%	5.5%	-0.4	-3.5%	0.6%	-3.0%	-1.1	-22.7%	-0.8%
O=C(c1ccoc1)N1CCN(c2cc(-c3ccncc3)nc3cc(-c4cccc(Cl)c4)nn23)CC1	3.0%	-19.4%	-2.5	-10.3%	-2.8%	-3.2%	0.2	-25.5%	-20.5%
CCn1nc(NS(=O)(=O)c2ccccc2)c2cc3cccc(C)c3nc21	8.8%	1.9%	-0.5	0.0%	3.1%	-13.9%	nt	-8.8%	19.0%
CCOCCCNC(=O)CN1C(=O)C(CC)Oc2ccccc21 (stereo not drawn)	-1.9%	14.1%	-0.5	-1.4%	0.0%	-8.4%	nt	1.6%	-8.2%
Cc1cc(NS(=O)(=O)c2ccc(NC(=O)C(C)Oc3ccc4c(C)cc(=O)oc4c3)cc2)no1 (stereo not drawn)	9.9%	-2.9%	1.3	5.8%	1.4%	-28.3%	8.6	-4.2%	?
O=C(Cn1c(-c2cncs2)nc2ccccc21)NCc1ccccc1	5.7%	0.0%	-0.5	0.0%	2.0%	-1.5%	-0.5	-0.2%	-11.4%
COc1ccc(/C=C2\SC(=Nc3ccccc3Cl)NC2=O)c(OC)c1	9.3%	-7.8%	-0.5	5.0%	0.3%	1.6%	-20.4	?	1.8%
COc1ccc(NC(=O)CCN2CCN(Cc3ccccc3)CC2)c(OC)c1	-16.1%	-9.3%	-0.5	-21.5%	9.8%	12.1%	-2.0	0.4%	2.9%
COc1ccc(N(CC(=O)Nc2cc(Cl)ccc2C)S(=O)(=O)c2c(C)n[nH]c2C)cc1	-16.7%	-19.3%	-0.3	1.2%	-4.0%	-7.3%	-1.8	1.6%	10.4%
COC(=O)CCC(=O)OC1(C)C(=O)C=C2C=C(c3ccsc3)OC=C2C1=O (stereo not drawn)	4.3%	0.8%	-0.1	?	-1.8%	?	-97.9*	?	38.2%
C=CCNC(=O)c1onc(CSc2ccccc2F)c1C(=O)O	0.8%	-4.6%	0.5	1.6%	-0.6%	0.3%	-28.4	4.9%	-20.5%
COc1ccc(CC(NC(=O)c2ccccc2)C(=O)NCC(=O)O)cc1 (stereo not drawn)	3.7%	-0.6%	-3.1	-14.8%	-4.3%	-2.6%	7.8	-10.1%	-21.0%
Cc1cccc(C)c1NC(=O)C(c1ccccc1OC(F)(F)F)N1CCC(c2ccccc2)CC1 (stereo not drawn)	9.8%	-2.5%	-0.8	-9.5%	-10.3%	-4.7%	13.1	-10.0%	32.0%
Clc1cc(/C=N\NC2=NCCN2)cc(Cl)n1	5.0%	-6.9%	-0.4	6.0%	19.0%	-7.9%	0.6	-6.3%	-13.6%
CCc1ccc(OCCCC(=O)Nc2nnc(C3CCCO3)s2)cc1 (stereo not drawn)	-12.0%	-8.0%	-2.7	-11.1%	5.3%	0.5%	1.7	-0.1%	-4.3%
CCOC(=O)c1sc(=S)n(-c2ccccc2Cl)c1C	-3.2%	7.2%	-0.5	-1.3%	4.3%	-13.0%	2.9	0.2%	11.2%
O=c1[nH]c(=O)n(C2OC(CO)C(O)C2O)cc1Br (stereo not drawn)	10.3%	-0.9%	0.1	-4.0%	0.3%	-3.5%	8.7	3.4%	9.4%
Cc1nnsc1S(=O)(=O)Cc1ccccc1C(F)(F)F	3.0%	-7.3%	-4.4	-3.4%	16.5%	-6.6%	3.1	8.9%	-23.2%
CCC1C(=O)N=C(SCC(=O)Nc2cccc3ccccc23)NC1=O (stereo not drawn)	-13.5%	0.2%	-1.8	21.1%	-6.6%	-5.6%	nt	-22.9%	?
Cc1ccc(C)c(-n2c(-c3cccnc3)n[nH]c2=S)c1	4.2%	9.3%	0.3	-19.5%	-1.4%	3.5%	-5.3	-16.2%	5.1%
O=C(NCC1CCCO1)c1cccc(Br)c1 (stereo not drawn)	10.3%	-1.1%	-2.3	8.2%	1.3%	-0.4%	nt	-0.1%	-4.3%
CC(C)C[C@@H](CN1CCCC1CN1C(=S)NC[C@@H]1Cc1ccc(O)cc1)N1C[C@H](Cc2ccccc2)N(CCc2ccccc2)C1=S (stereo partly drawn)	9.4%	-3.8%	-0.5	-18.8%	-39.8%[inhibitor]	-4.7%	2.9	-4.2%	?
COc1cccc(-c2nc3ccc(C(=O)NC(C)Cc4cccnc4)cc3o2)c1 (stereo not drawn)	-9.7%	12.3%	-0.3	6.1%	0.6%	2.1%	-4.5	-15.7%	-4.3%
O=C(c1cc2ccccc2c(=O)o1)N1CCCCCC1	-1.8%	11.0%	-0.2	3.1%	4.1%	-2.7%	6.7	-2.3%	6.5%
Cc1ccccc1S(=O)(=O)NCc1ccc(N2CCN(C)CC2)cc1	-14.2%	-1.2%	0.1	11.9%	-0.9%	5.2%	-2.7	3.4%	-30.9%
COC(=O)C1=CNC=C(C(=O)OC)C1c1ccccc1Cl	8.1%	-1.7%	2.0	0.1%	10.1%	-5.3%	0.1	-4.2%	1.3%
COC(=O)c1sccc1-n1cccc1C(=O)C(=O)N1CCCC1	-9.7%	-2.0%	-0.1	9.4%	-0.4%	-22.0%	0.2	0.2%	nt
CNC(=O)/C(C#N)=C/c1c(N2CCN(c3ccccc3)CC2)nc2c(C)cccn2c1=O	0.9%	-9.3%	-3.7	-24.4%	3.1%	15.0%	18.1	-25.7%	18.3%
O=C(CCNC(=O)N1CCn2c1nc1ccccc12)NCc1ccccc1Cl	10.7%	11.3%	-1.8	-3.2%	-2.8%	-8.0%	-3.0	-15.5%	2.1%
COc1ccc(CCNC(=O)c2cc(-c3ccccc3)on2)cc1OC	-0.1%	4.6%	-0.1	-0.3%	-9.7%	-24.3%	nt	-5.8%	20.2%
O=C(COc1ccccc1Cl)Nc1ccc(CN2CCCCC2)cc1	-1.1%	6.5%	-0.3	-23.7%	-5.2%	2.7%[57.1 µM]	-2.6	-9.9%	18.3%
Cc1ccc(C(=O)O/N=C(\N)c2ccc(C(F)(F)F)cn2)cc1	2.9%	2.4%	3.8	-2.6%	-1.0%	4.2%	4.6	-2.0%	10.8%

Individual results from the results shown.
Reading for Cc1ccccc1S(=O)(=O)NCc1ccc(N2CCN(C)CC2)cc1 under IL-2 act: 0.1
Reading for CC(C)C[C@@H](CN1CCCC1CN1C(=S)NC[C@@H]1Cc1ccc(O)cc1)N1C[C@H](Cc2ccccc2)N(CCc2ccccc2)C1=S (stereo partly drawn) under EPAC1 antagonist: -18.8%

Rows are unselected, and some 4.1% of all compounds hit somewhere here.
